Screening results as filed in PubChem.
NPY-Y1 antag = antagonists of human neuropeptide Y receptor Y1; actives 1% (n = 200,000); inhibition, % at 3.6 µM; HEK293-CNG Y1 cells, membrane potential fluorescence; NPY at EC95, then isoproterenol; P25929;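 active means inhibition above the campaign mean inhibition of all tested compounds plus 3 SD, cut at about 20% in these data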;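 further: 0% = DMSO wells given NPY plus isoproterenol and 100% = isoproterenol alone without NPY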
Target sequence (P25929 whole entry, looked up): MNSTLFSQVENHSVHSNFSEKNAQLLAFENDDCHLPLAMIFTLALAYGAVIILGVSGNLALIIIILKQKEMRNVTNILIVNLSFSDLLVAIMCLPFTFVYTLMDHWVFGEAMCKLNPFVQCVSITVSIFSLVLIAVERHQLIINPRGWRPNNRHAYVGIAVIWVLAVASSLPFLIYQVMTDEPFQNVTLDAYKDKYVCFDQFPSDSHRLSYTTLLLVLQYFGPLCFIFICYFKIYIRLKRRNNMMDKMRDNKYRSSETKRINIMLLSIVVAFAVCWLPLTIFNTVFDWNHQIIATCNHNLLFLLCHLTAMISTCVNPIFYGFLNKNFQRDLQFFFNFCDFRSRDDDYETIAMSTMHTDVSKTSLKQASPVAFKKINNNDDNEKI
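Material: Y1- and CNG-channel-expressing HEK293 cells / Probe or stimulus: NPY 25 nM then isoproterenol 1 µM plus Ro 20-1724 25 µM / Doses: 3.6 µM single dose, DMSO 0.4% / Schedule: compound incubation 1 h at room temperature, readout 45 min post-stimulation / Signal: membrane potential fluorescence / Benchmarks: isoproterenol-only wells as full block versus NPY-plus-isoproterenol wells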
p97 ATPase inh = human p97 ATPase inhibition | P55072 | recombinant p97 ATPase, Kinase-Glo ATP luminescence, 3 h | inhibition, % at 8 µM | actives 0.42% (n = 220,000); in the data active means inhibition above about 15%;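 further: 0% = DMSO vehicle and 100% = wells lacking enzyme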
RBBP9 inh = human RBBP9 hydrolase inhibition; recombinant RBBP9, FP-Rh probe fluorescence polarization; inhibition, % at 7.94 µM; actives 0.2% (n = 220,000); AID 1515;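 active means inhibition above the campaign mean of all tested compounds plus 3 SD, cut at about 14% in these data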;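 further: plate controls were DMSO wells with RBBP9 for no effect and wells lacking RBBP9 protein for full effect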
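System: RBBP9 protein / Quantity: 2.5 µM RBBP9 dispensing solution, before mixing / Also added: Serine-hydrolase probe FP-Rh, 375 nM pre-mixing / Dosing: 7.94 µM single dose, 0.794% DMSO / Timing: enzyme-compound preincubation 30 min, then probe labeling 45 min, 25 °C / Signal: FP readout at 525/598 nm / Controls: DMSO-treated enzyme wells and wells lacking RBBP9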
Hck Nef HTS = inhibitors of human Hck kinase activated by Nef | inhibition, % at 20 µM | P08631 | actives 0.68% (n = 220,000) | AID 463187 | Recombinant Hck-YEEI plus Nef, Z-Lyte FRET kinase assay;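 active means Hck-Nef kinase inhibition above about 50%, limit read from the data; inactive means inhibition below that limit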;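 further: 0% = DMSO with Hck plus Nef and 100% = Hck alone without Nef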
NPY2 pot ag = potentiates or activates human NPY-Y2 receptor | cells expressing NPY-Y2, potentiator/agonist read-out | activation, % at 3.6 µM | actives 0.45% (n = 220,000) | P49146; in the data active means activation above about 27%;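 further: cells stimulated with NPY near EC25 plus isoproterenol at EC100; 0% = vehicle plus submaximal agonist and 100% = vehicle plus saturating agonist; some results beyond the cut were filed as inactive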
Runt-CBFb FRET = inhibitors of human RUNX1 Runt domain binding to CBFb | inhibition, % at 20 µM | actives 0.46% (n = 220,000) | Cerulean-Runt/Venus-CBFb FRET ratio 530/480, 1 h;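 active means inhibition over about 50% at 20 µM in the single-dose screen, limit read from the data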;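 further: 0% = DMSO wells and 100% = excess unlabeled CBFb competitor control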
Target sequence (Q01196 whole entry, looked up, the tested form may be a part): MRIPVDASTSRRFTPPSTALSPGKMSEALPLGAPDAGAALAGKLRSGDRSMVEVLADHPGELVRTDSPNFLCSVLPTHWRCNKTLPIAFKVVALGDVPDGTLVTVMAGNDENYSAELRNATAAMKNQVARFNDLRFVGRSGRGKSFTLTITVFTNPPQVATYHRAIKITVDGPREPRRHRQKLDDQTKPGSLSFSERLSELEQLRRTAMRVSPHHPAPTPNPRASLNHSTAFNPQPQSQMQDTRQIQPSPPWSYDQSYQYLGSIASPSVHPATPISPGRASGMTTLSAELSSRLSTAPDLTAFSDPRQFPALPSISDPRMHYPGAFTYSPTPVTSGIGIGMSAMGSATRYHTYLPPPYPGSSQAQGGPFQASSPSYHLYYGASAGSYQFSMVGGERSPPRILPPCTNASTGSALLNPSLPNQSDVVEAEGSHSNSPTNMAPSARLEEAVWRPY
Target sequence (Q13951 whole entry, looked up, the tested form may be a part): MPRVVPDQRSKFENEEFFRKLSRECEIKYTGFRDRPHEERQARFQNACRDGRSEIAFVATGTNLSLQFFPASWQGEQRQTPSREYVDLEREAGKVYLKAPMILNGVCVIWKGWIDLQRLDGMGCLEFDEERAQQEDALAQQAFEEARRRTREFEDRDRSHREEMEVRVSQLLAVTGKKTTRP
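Schedule: protein complex preformed 1 h, compound exposure 1 h, room temperature, dark; test system: Cerulean-labeled Runt domain protein; amount: 100 nM per protein; buffer or medium: Tris 50 mM pH 7.5, KCl, K2SO4, 0.01% BSA; read-out: loss of energy transfer signal; detection: FRET fluorescence; controls: 5 µM unlabeled CBFb as full-inhibition high control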
NPY-Y1 PAM-ag = human NPY-Y1 potentiation or agonism, primary screen | AID 1304 | P25929 | NPY-Y1 expressing cells, potentiator/agonist activation | actives 0.37% (n = 220,000) | activation, % at 3.6 µM; in the data active means activation above about 33%, passing the limit was not always enough;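 further: cells stimulated with NPY at EC10 then isoproterenol at EC100; 0% = low agonist plus stimulus and 100% = saturating agonist plus stimulus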
Runt-SMMHC FRET = Runt domain-CBFb-SMMHC interaction inhibition. actives 0.74% (n = 220,000). Cerulean-Runt/Venus-CBFb-SMMHC FRET ratio 530/480, 1 h. inhibition, % at 20 µM. AID 1434. Q01196+Q13951;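 active means mean inhibition across duplicate retests at 20 µM reaching about 50%, limit read from the data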;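 further: 0% = DMSO wells and 100% = wells with excess untagged CBFb-SMMHC; inhibitors lower the FRET ratio by blocking Runt binding to CBFb-SMMHC; some results filed as inactive read as strong as hits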
Mdm2 ligase inh = blocks human Mdm2 ubiquitin ligase activity; Q00987; actives 0.11% (n = 210,000); cell-based MDM2 ubiquitination luciferase reporter, 2 h; 0 = plate control, 100 = twice control, blank-subtracted; signal enhancement, % at 5 µM; AID 1230;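 active means signal enhancement of 30% or more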;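 further: luminescence tracks abundance of the self-degrading MDM2-luciferase fusion protein; higher signal means inhibition of MDM2 E3 ligase activity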
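Material: stable MDM2–luciferase fusion reporter cells / Quantity: 2000 cells/well / Dosing: single 5 µM compound dose, 0.2% final DMSO / Buffer or medium: DMEM / Schedule: 4 h cell settling then 2 h compound exposure, 37 °C / Detection: luminescence with SteadyLite reagent, 15 min at room temperature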
Starred values were filed as active, the others as inactive; · = no result given.

SMILES	NPY-Y1 antag	p97 ATPase inh	RBBP9 inh	Hck Nef HTS	NPY2 pot ag	Runt-CBFb FRET	NPY-Y1 PAM-ag	Runt-SMMHC FRET	Mdm2 ligase inh
Cn1cccc1Cc1nnc(SCC(=O)N2CCc3ccccc32)n1CCc1ccccc1	10.4	1.2	-7.4	3.0	-10.0	-3.1	5.2	-3.2	-1.9
Cc1cc(C)n(S(=O)(=O)c2cccc(Cl)c2Cl)n1	-3.6	-8.1	-4.2	-1.3	0.8	0.4	8.4	-0.3	·
Cc1cc(SC2CCOC2=O)nc2ccccc12 (centres undefined)	-3.2	6.3	-3.8	26.0	-1.6	2.3	-15.7	-2.7	-5.4
Cc1cc(C)c2nc3s/c(=C/c4ccc5c(c4)n(C)c(=O)n5C)c(=O)n3c2c1	-1.3	-0.6	-8.6	1.7	-0.5	1.0	-7.7	-9.5	-7.9
COc1ccc(-c2nn(-c3ccccc3)cc2/C=C(\C#N)S(=O)(=O)c2ccccc2)cc1OC	-0.4	-5.0	-10.0	4.5	3.5	-220.9	-10.2	-74.8	6.4
CC(C)N1C(=O)CCC1C(=O)N1CCC(Cc2ccccc2)CC1 (centres undefined)	-2.6	8.3	-4.8	-3.1	3.0	0.4	-20.3	-5.7	·
Cc1ccc(-c2cc(C(=O)OC3CCOC3=O)c3ccccc3n2)c(C)c1 (centres undefined)	-1.3	-0.4	3.5	-5.2	18.1	-2.8	21.3	2.1	-32.0
CC1CN(S(=O)(=O)c2cn(C)c(=O)n(C)c2=O)CC(C)O1 (centres undefined)	-2.2	1.2	-4.6	-0.2	-3.5	3.8	-7.8	3.1	-14.4
CCOc1cc(NC(=S)NCC2CCCO2)c(OCC)cc1NC(=O)c1ccccc1F (centres undefined)	-1.2	-0.2	-0.7	-1.6	2.0	2.7	-5.3	6.0	2.3
CCc1nc2ccccc2c(C(=O)OCC(=O)NCc2ccc3c(c2)OCO3)c1C	6.1	-5.3	-16.0	-1.0	-6.5	-1.9	-27.5	2.4	-7.4
Cn1ccnc1SCCNC(=O)CCc1nnc(CCCCc2ccccc2)o1	3.8	-2.0	0.9	7.7	17.7	-7.6	11.3	-1.3	5.9
O=C1NC(=Nc2ccccc2)/C(=C/c2ccco2)S1	5.1	9.6	-1.0	8.7	3.7	-37.1	-5.3	-90.6	-11.1
Cc1ccc(-n2cccc2/C=C2/C(=N)N3C(=NC2=O)SN=C3S(C)(=O)=O)cc1Cl	-0.1	-3.9	-10.9	4.1	-5.9	-2.3	-2.6	-10.5	4.8
Cc1ccc(Cl)cc1Nc1nc(-c2sc(NC(=O)C(C)(C)C)nc2C)cs1	-0.2	5.8	-7.7	1.8	1.6	-8.8	16.4	5.9	-18.8
COCCNC(=O)c1ccc(C)cc1C	10.9	-1.0	-13.2	-1.8	-3.4	-0.1	-4.0	-2.4	-9.9
CCc1c(C)sc(NC(=O)c2ccco2)c1C(=O)N1CCOCC1	0.8	1.1	-6.7	8.5	4.9	0.1	-23.2	-8.5	-14.5
CCCCOc1ccc(C(=O)Nc2ccc(N3CCN(C(C)=O)CC3)cc2)cc1	4.7	-1.2	1.0	0.1	-6.1	-6.7	-6.5	-3.9	-9.7
Cc1sc(NC(=O)c2cccs2)c(C(=O)OC(C)C)c1C	5.6	-4.9	-5.3	5.4	-4.1	-2.8	-2.0	-4.2	1.1
O=S(=O)(c1ccccc1)N1N=C(c2cccs2)CC1c1ccc(Br)cc1 (centres undefined)	2.0	1.7	-4.4	0.9	0.5	1.2	8.8	2.7	-7.8
Cc1ccc(S(=O)(=O)c2c(C)nn(C(C)(C)C)c2OC(=O)C2CCCC2)cc1	6.0	-3.8	-7.7	1.7	15.1	-4.1	5.0	3.5	-0.1
Oc1ccc(-c2cn3ccccc3n2)cc1	·	-1.4	-3.1	33.7	-9.8	-1.7	7.2	1.7	-26.7
Cc1ccc2nc(SCC(=O)NC(=O)NCc3ccco3)[nH]c2c1	7.7	2.9	-5.9	1.6	-1.2	1.4	2.5	2.9	9.1
COc1ccc(NC(=O)C2CCC(N3C(=O)C4C5C=CC(C5)C4C3=O)CC2)cc1 (centres undefined)	-3.3	-3.6	-6.3	1.6	1.8	1.4	-15.5	2.0	4.8
CCn1cc(SCC(N)=O)c2ccccc21	-0.2	4.1	-7.0	-3.1	3.5	1.6	29.5	-5.3	-11.2
O=C(NCc1cccs1)c1nn2cccnc2c1Cl	-4.0	2.8	3.8	7.9	-8.4	0.5	-5.9	-0.3	-1.1

Looked up above:
Reading of `Cc1ccc(-c2cc(C(=O)OC3CCOC3=O)c3ccccc3n2)c(C)c1` (centres undefined) in Runt-SMMHC FRET: 2.1
Reading of `O=C(NCc1cccs1)c1nn2cccnc2c1Cl` in NPY-Y1 antag: -4.0
Reading of `Cc1ccc(Cl)cc1Nc1nc(-c2sc(NC(=O)C(C)(C)C)nc2C)cs1` in Runt-CBFb FRET: -8.8
Reading of `Cc1ccc(S(=O)(=O)c2c(C)nn(C(C)(C)C)c2OC(=O)C2CCCC2)cc1` in Runt-SMMHC FRET: 3.5
Reading of `O=C1NC(=Nc2ccccc2)/C(=C/c2ccco2)S1` in Hck Nef HTS: 8.7
Reading of `CCCCOc1ccc(C(=O)Nc2ccc(N3CCN(C(C)=O)CC3)cc2)cc1` in Runt-CBFb FRET: -6.7
Reading of `COc1ccc(NC(=O)C2CCC(N3C(=O)C4C5C=CC(C5)C4C3=O)CC2)cc1` (centres undefined) in RBBP9 inh: -6.3

(further entries)
SMILES	NPY-Y1 antag	p97 ATPase inh	RBBP9 inh	Hck Nef HTS	NPY2 pot ag	Runt-CBFb FRET	NPY-Y1 PAM-ag	Runt-SMMHC FRET	Mdm2 ligase inh
CC(=O)Nc1nc2n(n1)C(c1ccc(Cl)cc1)C=C(C)N2 (centres undefined)	1.6	2.3	-5.6	15.5	4.3	30.6	13.2	83.4*	-19.1
Cc1ccccc1OCc1nc2c3c(ncn2n1)-c1ccccc1CC31CCCC1	2.0	-2.1	-7.5	-0.3	5.0	-0.2	-16.6	5.3	-16.6
O=C(CCC(=O)NC1CCCCCCC1)Nc1nnc(C(F)(F)F)s1	2.7	0.5	0.0	-1.4	15.7	-0.6	-13.8	-1.0	-9.8
Cc1ccc(SCCC(=O)Nc2cc(C)on2)cc1	8.5	-0.7	-3.1	-42.0	2.9	1.7	-8.1	-0.4	-10.2
Cc1ccc(S(=O)(=O)N2CCOCC2)cc1C(=O)NCc1ccc2c(c1)OCO2	-2.8	6.8	-5.0	-0.6	0.7	0.7	-18.0	-1.3	-17.1
Cc1ccc(-c2nc3ncccn3c2NC2CCCC2)o1	4.9	-3.7	-4.0	4.3	1.7	3.0	-34.2	-3.1	-12.0
Cc1ccc2nc(-c3ccc(NC(=O)COC(=O)c4ccc(=O)[nH]c4)cc3)sc2c1	0.1	-3.5	-7.1	1.4	13.2	-1.2	16.4	-5.4	-25.5
COc1ccc(OC)c(C(=O)c2c(C)oc3cc([N+](=O)[O-])c(O)c([N+](=O)[O-])c23)c1	·	-3.1	-7.8	0.3	-6.2	-3.0	-15.7	-4.2	-3.6
CC(O)CNCCOc1ccccc1-c1ccccc1 (centres undefined)	2.4	3.9	5.9	4.2	-15.9	-1.7	-18.4	-2.0	·
CCCOc1ccc(Br)cc1/C=N/NC(=O)c1cc(OC)c(OC)c(OC)c1	-3.5	-0.8	-7.3	0.8	-4.7	-3.4	-3.4	-6.4	4.2
O=C(NCCc1cccc(F)c1)[C@@H]1CSC2c3ccccc3C(=O)N21 (some centres undefined)	2.3	6.4	3.6	3.7	12.8	-0.8	5.9	2.9	-7.5
CCC1CCCCN1C(=O)COC(=O)c1ccc(S(=O)(=O)N2CCOCC2)cc1 (centres undefined)	-9.7	-0.1	-11.4	-8.2	2.4	0.6	-15.3	1.9	-0.8
Cc1ccc(C)n1Cc1ccc(C(=O)O)cc1	3.7	27.9*	-1.3	73.9*	-6.7	3.6	-23.4	1.6	-9.1
COc1c(N)c2ccccc2[nH]c1=O	-7.6	5.9	-4.0	-8.0	6.7	7.3	5.8	3.7	-11.4
Cc1ccc(N(C(=O)c2ccccc2Cl)C2=NC(C)CS2)c(C)c1 (centres undefined)	0.0	-4.4	-2.9	0.6	7.4	-1.6	0.2	-0.1	-8.1
COc1ccc(Br)cc1[C@H]1[C@@H]2C=CCC[C@@]2(C)C(=O)N1Cc1ccccc1	·	·	·	34.7	·	1.4	·	3.6	19.4
COc1cc(OC)cc(C(=O)N(CCCN2C(=O)c3cccc4cccc(c34)C2=O)c2cccc(OC)c2)c1	-5.6	5.1	3.1	1.7	4.5	-2.1	1.0	-1.6	-8.3
CC(C)Nc1ccc(C(CC(N)=O)NC(=O)Cc2cccc3ccccc23)cc1[N+](=O)[O-] (centres undefined)	·	·	·	24.8	·	-5.1	·	-8.1	-2.9
COc1ccc(C(C)=O)cc1CN1C(=O)NC2(CCCCC2)C1=O	-5.0	4.7	5.8	-1.9	-1.5	-0.1	8.7	-0.8	1.6
CCOC(=O)C1(Cc2ccccc2)CCN(Cc2nccn2CC)CC1	3.4	5.9	-1.3	-4.9	-28.7	-0.5	-1.3	-2.0	-18.4
O=C(CN1CCCCCC1)N/N=C/c1ccc(Cl)c(Cl)c1	7.6	-2.9	-2.3	1.8	7.0	-1.3	-9.3	-6.6	-11.4

Single records, from the list above. Order of screens: NPY-Y1 antag	p97 ATPase inh	RBBP9 inh	Hck Nef HTS	NPY2 pot ag	Runt-CBFb FRET	NPY-Y1 PAM-ag	Runt-SMMHC FRET	Mdm2 ligase inh
CCn1cc(SCC(N)=O)c2ccccc21 across the screens: -0.2	4.1	-7.0	-3.1	3.5	1.6	29.5	-5.3	-11.2
COc1c(N)c2ccccc2[nH]c1=O across the screens: -7.6	5.9	-4.0	-8.0	6.7	7.3	5.8	3.7	-11.4
CCc1nc2ccccc2c(C(=O)OCC(=O)NCc2ccc3c(c2)OCO3)c1C across the screens: 6.1	-5.3	-16.0	-1.0	-6.5	-1.9	-27.5	2.4	-7.4
